MPTP block – blocks calcium-induced mitochondrial swelling; isolated mouse mitochondria, Ca2+ swelling absorbance, 30 min; inhibition, % at 10 µM; actives 1.4% (n = 360,000); AID 602449;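 active = inhibition of 50% or more, scaled per plate between neutral and stimulator controls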;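 note: 0% = DMSO wells given calcium and 100% = 1 mM EGTA wells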
hIAP act – increases human intestinal alkaline phosphatase activity; activation factor at 10 µM; P09923; AID 2524; purified human IAP, CDP-Star luminescence, 30 min; active compounds read high; 1 = vehicle-only enzyme, 0 = enzyme-free background; actives 0.16% (n = 330,000);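 active = activation factor of the enzyme at least 2-fold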; note: the source names both 10 and 20 µM as test concentration; values of inactives mirror those of a sister screen read the other way
APOBEC3G inh – blocks human APOBEC3G single-stranded DNA deamination; inhibition, % at 20 µM; recombinant A3G, ssDNA deamination FAM/TAMRA fluorescence; actives 0.28% (n = 330,000); Q9HC16; AID 493012;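 active = inhibition of at least 40% at 20 µM, with no more than 30% in the related APOBEC3A deaminase screen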;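 note: plate controls were DMSO wells with A3G for no effect and wells lacking A3G enzyme for full effect; some compounds called inactive have numbers as strong as hits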
Target sequence (Q9HC16 whole entry, looked up): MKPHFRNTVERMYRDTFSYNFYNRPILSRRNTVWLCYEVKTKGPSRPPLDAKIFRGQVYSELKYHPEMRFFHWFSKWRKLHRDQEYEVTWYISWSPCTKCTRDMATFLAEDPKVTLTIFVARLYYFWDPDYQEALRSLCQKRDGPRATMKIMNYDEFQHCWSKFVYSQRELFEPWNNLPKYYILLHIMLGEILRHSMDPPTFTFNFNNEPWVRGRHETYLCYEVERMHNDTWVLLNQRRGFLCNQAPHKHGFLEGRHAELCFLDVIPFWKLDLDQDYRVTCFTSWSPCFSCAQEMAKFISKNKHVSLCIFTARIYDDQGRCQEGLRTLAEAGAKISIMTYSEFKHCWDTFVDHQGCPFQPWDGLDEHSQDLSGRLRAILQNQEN
MIN6 prolif – induces beta-cell replication in MIN6 cells; MIN6 cells proliferation, ATPlite luminescence, 48 h; cells starved in 0.2% serum; 100% = growth in 10% serum; proliferation, % at 10 µM; actives 0.29% (n = 330,000); AID 2380;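 active = compounds whose signal lies at least 3.5 SD above the mean of all wells on their plate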;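 note: 0% = DMSO-treated cells in low-serum medium and 100% = 10% serum control; some compounds called inactive have numbers as strong as hits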
hIAP inh – blocks human intestinal alkaline phosphatase | inhibition, % at 10 µM | purified IAP, CDP-Star luminescence, 30 min | P09923 | actives 0.12% (n = 330,000);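 active = inhibition reaching a set limit with compound at 10 µM in the primary screen, cut at about 35% in these data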;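 note: plate controls were DMSO wells with enzyme for no effect and no-enzyme buffer wells for full effect; values of inactives mirror those of a sister screen read the other way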
ATG4B inh – blocks human ATG4B protease cleavage of LC3 substrate | Q9Y4P1 | ATG4B cleavage of LC3-PLA2, NBD-HPC fluorescence, 1 h | inhibition, % at 8.33 µM | actives 0.51% (n = 340,000); in the data active = inhibition above about 40%
Target sequence (Q9Y4P1 whole entry, looked up): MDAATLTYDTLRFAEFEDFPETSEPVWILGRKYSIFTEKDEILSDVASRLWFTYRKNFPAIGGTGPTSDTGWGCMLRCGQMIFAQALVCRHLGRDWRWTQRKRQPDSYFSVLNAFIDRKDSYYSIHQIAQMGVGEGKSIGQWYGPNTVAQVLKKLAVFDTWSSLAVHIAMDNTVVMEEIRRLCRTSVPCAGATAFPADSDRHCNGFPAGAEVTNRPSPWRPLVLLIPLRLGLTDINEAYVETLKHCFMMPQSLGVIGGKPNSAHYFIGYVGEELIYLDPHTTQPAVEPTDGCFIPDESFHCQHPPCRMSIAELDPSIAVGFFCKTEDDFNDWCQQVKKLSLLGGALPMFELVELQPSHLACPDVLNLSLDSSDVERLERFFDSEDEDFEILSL
mIAP block – blocks mouse intestinal alkaline phosphatase | purified mouse IAP, CDP-Star luminescence, 30 min | inhibition, % at 10 µM | actives 0.2% (n = 330,000);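 active = inhibition of at least 40% at 10 µM in the primary screen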;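 note: plate controls were DMSO with enzyme for no effect and no enzyme wells for full effect; values of inactives mirror those of a sister screen read the other way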
mIAP activ – mouse IAP activation | activation factor at 10 µM | actives 0.24% (n = 330,000) | muIAP, CDP-Star luminescence, 30 min; active compounds read high; 1 = vehicle-only enzyme signal, 0 = enzyme-free wells | AID 2805;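 active = activation factor of at least 2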; note: the source names both 10 and 20 µM as test concentration; values of inactives mirror those of a sister screen read the other way
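also added = chemiluminescent substrate CDP-Star | test system = mouse IAP enzyme | signal = chemiluminescence readout | compound = DMSO-dissolved test compounds | incubation = 30 min at room temperature | benchmarks = DMSO wells, no-enzyme wells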
A3A deaminase – blocks human APOBEC3A ssDNA deamination; P31941; recombinant A3A, FAM/TAMRA ssDNA deamination fluorescence; inhibition, % at 20 µM; actives 0.41% (n = 330,000);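 active = at least 40% inhibition at 20 µM here, with at most 30% in a related deaminase screen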;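 note: plate controls were A3A with DMSO for no effect and wells lacking A3A enzyme for full effect; some results filed as inactive read as strong as hits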
Target sequence (P31941 whole entry, looked up): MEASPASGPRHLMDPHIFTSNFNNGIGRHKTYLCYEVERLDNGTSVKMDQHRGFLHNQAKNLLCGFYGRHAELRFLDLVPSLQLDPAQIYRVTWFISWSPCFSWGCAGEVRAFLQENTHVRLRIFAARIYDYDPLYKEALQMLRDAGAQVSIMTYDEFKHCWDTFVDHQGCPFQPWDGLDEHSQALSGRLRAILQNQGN
* hit, by the source's call.

SMILES | MPTP block | hIAP act | APOBEC3G inh | MIN6 prolif | hIAP inh | ATG4B inh | mIAP block | mIAP activ | A3A deaminase
CCOc1ccc(-c2c(C(=O)N/N=C(\C)c3ccncc3)nnn2-c2nonc2N)cc1 | -1.1 | 1.3 | -6 | 1 | -26 | -1 | 0 | 1 | -6
NC1=NC(c2ccc(Cl)cc2)n2c(nc3ccccc32)N1 (stereo not given) | 0.7 | 1.1 | -9 | -1 | -10 | -5 | -12 | 1.1 | -4
Cc1no[n+]([O-])c1COc1ccc(/C=N/n2nnnc2N)cc1 | -0.9 | 1 | -3 | 2 | -4 | -14 | 11 | 0.89 | -1
COc1ccc(-n2nnc3c(SCc4ccccc4)ncnc32)cc1 | 1.3 | 0.95 | -7 | -2 | 5 | -6 | 8 | 0.92 | -6
COc1ccc(CN2CCN(C3CCC3)CC2CCO)cc1C (stereo not given) | 1.2 | 1 | 1 | 1 | -1 | 8 | -3 | 1 | -1
COc1ccc(NS(=O)(=O)c2cc(NC(=O)c3ccccc3)ccc2N2CCOCC2)cc1 | -0.9 | 0.75 | -5 | 1 | 25 | -11 | -5 | 1.1 | -2
O=C(NCc1ccco1)/C(=C\c1ccccc1)NC(=O)c1ccccc1 | 2.1 | 0.78 | 0 | 3 | 22 | -2 | -6 | 1.1 | 0
CCOc1ccc2nc(SCC(=O)N(C)C3CCS(=O)(=O)C3)[nH]c2c1 (stereo not given) | -0.6 | 1 | -5 | 2 | -2 | -12 | 10 | 0.9 | -2
COc1ccc2oc(=O)c(-c3nc4ccccc4o3)cc2c1 | -0.4 | 0.93 | 2 | 0 | 7 | -20 | 11 | 0.89 | 6
Cc1ccc(OCc2cc(C(=O)N3CCC(C(O)C(C)C)CC3)no2)cc1C (stereo not given) | 0.3 | 1 | -5 | 2 | -2 | -7 | 2 | 0.98 | -2
CC(=O)Nc1ccc(S(=O)(=O)NC2CC(=O)N(c3ccc(C)cc3)C2)cc1 (stereo not given) | 0.9 | 0.99 | -11 | -1 | 0 | -4 | 0 | 1 | -1
O=C(CCC(=O)N1CCOc2ccccc21)NC1CCN(Cc2ccccc2)CC1 | -1.2 | 1.1 | -3 | 2 | -12 | 1 | -14 | 1.1 | -2
CCCCNC(=O)C1Cc2cc(S(=O)(=O)N3CCCC3)ccc2N1C(C)=O (stereo not given) | -0.2 | 1.2 | -2 | -1 | -24 | -2 | -1 | 1 | -1
Cc1cccc(N2CCN(c3nnnn3-c3ccccc3)CC2C)c1 (stereo not given) | -0.6 | 1.1 | -5 | -2 | -15 | -17 | -3 | 1 | -4
COc1ccc(NC(=O)NNC(=O)c2cc3occc3n2C)c(OC)c1 | -2.4 | 0.87 | 4 | -2 | 13 | -7 | -11 | 1.1 | -5
CC(C)C(=O)Nc1sc2c(c1C(N)=O)CCN(Cc1ccccc1)C2 | 1.5 | 0.79 | -5 | 4 | 21 | -4 | -79 | 1.8 | -6
CC1CCN(C(=O)COc2ccc(S(=O)(=O)N3CCCC3)cc2)CC1 | -0.7 | 1 | -5 | 1 | -1 | -4 | -3 | 1 | 0
CC(C)CC(C(=O)N1CCc2ccccc2C1)N1C(=O)c2ccccc2C1=O (stereo not given) | 2.5 | 1.2 | -5 | -3 | -18 | -7 | -12 | 1.1 | -3
O=C(COc1ccc(Cl)cc1)NCc1nnc(SCC(=O)N2CCCc3ccccc32)o1 | -8.1 | 1.1 | -4 | -2 | -12 | -18 | 1 | 0.99 | 1
O=C(NNC1CC(=O)N(c2ccc(Cl)cc2)C1=O)c1ccccn1 (stereo not given) | 0.7 | 1.4 | -5 | 0 | -43 | -11 | 4 | 0.96 | 0
CCc1cccc(C)c1NC(=O)C1CCCN1C(=O)NCc1ccccc1 (stereo not given) | -1.3 | 1 | -9 | -1 | -1 | 0 | 5 | 0.95 | -2
CC(=O)Nc1n[nH]c(S(=O)(=O)Cc2ccc(Cl)cc2Cl)n1 | -0.2 | 0.97 | -7 | 8.0* | 3 | -3 | 9 | 0.91 | 23
CC#CC[N+](C)(C)CCCCCCCCCCCC | 18 | 1.2 | -7 | -6 | -18 | 4 | -8 | 1.1 | -2
CCc1nnc(NC(=O)CN2CCN(Cc3cccc(Cl)c3)CC2)s1 | 0.2 | 0.9 | 12 | -4 | 10 | -5 | -3 | 1 | -1
Cc1cc(C)cc(NC(=O)NC(C)C2CCCO2)c1 (stereo not given) | 0.2 | 0.87 | -8 | -5 | 13 | 2 | 0 | 1 | -2

Brought forward from above: four compounds, then new ones.
SMILES | MPTP block | hIAP act | APOBEC3G inh | MIN6 prolif | hIAP inh | ATG4B inh | mIAP block | mIAP activ | A3A deaminase
CC(=O)Nc1n[nH]c(S(=O)(=O)Cc2ccc(Cl)cc2Cl)n1 | -0.2 | 0.97 | -7 | 8.0* | 3 | -3 | 9 | 0.91 | 23
CC#CC[N+](C)(C)CCCCCCCCCCCC | 18 | 1.2 | -7 | -6 | -18 | 4 | -8 | 1.1 | -2
CCc1nnc(NC(=O)CN2CCN(Cc3cccc(Cl)c3)CC2)s1 | 0.2 | 0.9 | 12 | -4 | 10 | -5 | -3 | 1 | -1
Cc1cc(C)cc(NC(=O)NC(C)C2CCCO2)c1 (stereo not given) | 0.2 | 0.87 | -8 | -5 | 13 | 2 | 0 | 1 | -2
O=C(O)c1ccc(OS(=O)(=O)c2ccc(Cl)s2)c(Cl)c1 | 0.3 | 0.89 | -8 | -1 | 11 | -2 | 4 | 0.96 | -4
O=S(=O)(Nc1ccc(-c2nc3ccccc3o2)cc1)c1ccccc1 | 2.0 | 0.89 | -5 | -4 | 11 | -11 | 5 | 0.95 | -2
S=C(NCc1ccccc1)NCc1cccc(CNC(=S)NCc2ccccc2)c1 | 84* | 0.94 | -3 | -6 | 6 | 68* | -140 | 2.4* | 3
CC1(C)C2CCC1(CS(=O)(=O)NCc1ccc(C(F)(F)F)cc1)C(=O)C2 (stereo not given) | 1.0 | 0.98 | -5 | 2 | 2 | -1 | -2 | 1 | 0
Cc1ccc(S(=O)(=O)CC(O)COc2ccc(C#N)cc2)cc1 (stereo not given) | -1.3 | 0.97 | -3 | 3 | 3 | 0 | 7 | 0.93 | 3
COc1ccc(C(=O)NCCc2ccccn2)cc1S(=O)(=O)Nc1ccc(Br)cc1 | 1.1 | 1.1 | -5 | 2 | -7 | -14 | 0 | 1 | -2
CCc1nc(C)c(-c2ccccc2)c(=O)[nH]1 | 1.4 | 0.99 | 0 | -1 | 1 | -10 | -3 | 1 | 23
CNS(=O)(=O)c1cccc(C(=O)OCC(=O)Nc2sc3c(c2C#N)CCCCC3)c1 | 5.5 | 1.1 | 0 | -2 | -9 | -34 | -7 | 1.1 | 1
Cc1cc(Oc2ccc(C#N)cc2)nc(NCc2ccccc2)n1 | 20 | 0.89 | -6 | -2 | 11 | 2 | 4 | 0.96 | -2
Cc1sc(NC(=O)CCC(=O)O)c(C#N)c1C | -0.1 | 1 | -8 | -2 | -4 | -8 | 3 | 0.97 | -2
Cc1cc(NC(=O)Cn2nc3c(cc2=O)CCCC3)ccc1Br | 0.0 | 1 | -6 | -4 | -4 | -11 | 2 | 0.98 | -3
O=C(COC(=O)c1ccccc1F)c1ccc(-n2nncc2-c2ccco2)cc1 | 10 | 1.1 | -4 | -3 | -9 | 5 | 2 | 0.98 | 1
O=c1oc2c3c(nn2c2ccccc12)CCCC3 | -0.7 | 1 | 0 | -2 | -3 | 2 | 2 | 0.98 | 0
CCOC(=O)c1c(CN2CCN(C)CC2)n(-c2ccccc2)c2cc(Br)c(O)cc12 | -0.9 | 0.86 | -3 | -6 | 14 | -3 | 6 | 0.94 | -1
COc1ccc(N2CCN(C(=O)CCc3nnc4ccc(N5CCCC5)nn34)CC2)cc1 | -2.3 | 1 | 0 | 0 | -2 | -10 | 1 | 0.99 | -7
COc1cccc(-n2nnnc2SCC(=O)N2CCCc3ccccc32)c1 | -0.5 | 0.78 | -12 | -4 | 22 | -7 | 21 | 0.79 | -4
Cc1cc(C)cc(N2C(=O)CC(N(C(=O)c3ccco3)c3cc(C)cc(C)c3)C2=O)c1 (stereo not given) | 2.8 | 0.93 | -5 | 1 | 7 | -8 | 20 | 0.8 | -2
O=C(NC1CCC(O)CC1)c1ccc(Br)o1 (stereo not given) | 1.2 | 1.1 | -8 | 1 | -8 | 1 | 0 | 1 | -2
CC(C)OCC(O)CSc1ccccn1 (stereo not given) | -1.2 | 1.1 | -4 | 0 | -7 | -3 | 0 | 1 | -2
COc1ccc(Oc2ccc(S(=O)(=O)N3CCCCC3)cc2S(=O)(=O)N2CCCCC2)cc1 | 3.7 | 0.99 | -6 | -2 | 1 | -1 | -1 | 1 | 2
Cc1oc(-c2ccccc2F)nc1CS(=O)CC(=O)NC1CC1 (stereo not given) | -1.7 | 1.1 | -2 | 5 | -10 | -4 | 7 | 0.93 | -4
COc1ccc(Br)cc1C(=O)CCC(=O)OCC(=O)Nc1cc(C(N)=O)cc(C(N)=O)c1 | -0.8 | 1.1 | -5 | -2 | -8 | -11 | 0 | 1 | -1
CN1C(=O)[C@H]2[C@@H](C3CC3)N3C(=O)CN(CCO)C(=O)[C@@]3(Cc3ccccc3)[C@H]2C1=O | 0.4 | 0.95 | -8 | -4 | 5 | -3 | -5 | 1 | -3
O=C(CC1(C(=O)O)CCCC1)N1CCOCC1 | 1.3 | 0.86 | -1 | 2 | 14 | -4 | 8 | 0.92 | 0
CS(=O)(=O)c1ccc(N2CCOCC2)c(S(C)(=O)=O)c1 | -0.8 | 1.1 | -8 | -5 | -11 | 7 | -5 | 1.1 | -3
Other results
SMILES | MPTP block | hIAP act | APOBEC3G inh | MIN6 prolif | hIAP inh | ATG4B inh | mIAP block | mIAP activ | A3A deaminase
Cc1nn(-c2ccccc2)c2nc(C(F)(F)F)[nH]c(=O)c12 | 7.4 | 1.2 | -11 | -1 | -21 | -4 | 14 | 0.86 | 2
CC(C)(O)C#Cc1ccc(CN2CCN(Cc3ccsc3)C(CCO)C2)cc1 (stereo not given) | 4.2 | 1 | 11 | -3 | 0 | -14 | 3 | 0.97 | 3
Cc1ccc(NC(=O)COc2ccc3c(c2)OCO3)c(Cl)c1 | -0.9 | 0.92 | -4 | -4 | 8 | 7 | 1 | 0.99 | -4
CC(C)(CNC(=O)c1ccc(-c2ccccc2Cl)o1)N1CCOCC1 | -1.6 | 1 | -9 | 5 | -3 | -1 | 0 | 1 | 3
COc1ccc(C(=O)Oc2ccc(F)cc2C(=O)/C=C/c2ccc(OC)c(OC)c2)cc1 | -0.2 | 1 | -9 | -6 | -2 | 2 | 0 | 1 | -2
O=C(c1ccc2c3c(cccc13)CC2)C1CCCN(C(=O)c2cc[n+]([O-])cc2)C1 (stereo not given) | 1.7 | 1.1 | 1 | 1 | -6 | 5 | -12 | 1.1 | -2
O=C(Nc1ccccc1C(=O)N/N=C/c1ccc(O)cc1)c1ccccc1 | -1.5 | 1 | 3 | -3 | 0 | -3 | 9 | 0.91 | 4
Cc1ccc(-c2nnn(CCC(=O)NC3CCCC3)n2)cc1 | -0.5 | 1.1 | -4 | -1 | -8 | -12 | 0 | 0.99 | -1
O=C(c1cc(C(=O)NCCc2ccccc2)c(=O)n(CCc2ccccc2)c1)c1cc(Cl)ccc1O | 98* | 0.93 | -2 | -5 | 7 | 38 | 13 | 0.87 | 4
Cc1cc(C)c(C(=O)C(C)OC(=O)c2ccc(Cl)nc2)cc1C (stereo not given) | -0.3 | 1.1 | 30 | 4 | -8 | -4 | -7 | 1.1 | 2
